Compound activity from PubChem BioAssay.
proKLK7 act: activates the human kallikrein-7 zymogen. activation, % at 7 µM. purified proKLK7, EDANS-DABCYL substrate fluorescence; 100% is mature enzyme control, 0% vehicle. 370,000 compounds, 0.9% hits. P49862;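 active = activation above the mean of all tested compounds plus 3 SD, computed per campaign excluding outliers beyond control limits, cut at about 13% in these data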
ARFGAP1 inh: inhibitors of rat ARFGAP1 | Q62848 | AID 651572 | inhibition, % at 16.5 µM | Arfgap1-stimulated ARF1 GTP hydrolysis, GDP FP detection | 360,000 compounds, 0.26% hits;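 active = inhibition above a per-plate limit, mean inhibition of low control wells plus 3 SD, cut at about 25% in these data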;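 also: 0% = DMSO wells with enzyme and 100% = wells lacking Arfgap1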
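Replicates: Single well per compound | Assay system: Truncated rat Arfgap1 GAP domain | Control set: No-Arfgap1 wells (100%) versus DMSO full-reaction wells (0%) | Times: Enzyme reaction 120 min at 25 °C after 20 min preincubation | Reagent: Human ARF1(Δ1-17)-GTP substrate | Measured by: Tracer-displacement fluorescence polarization with EDTA stop, 620/688 nm | Measure: Percent inhibition of Arfgap1-stimulated GTP hydrolysis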
MBD2 inh: MBD2-methylated oligo binding inhibition | inhibition, % at 4.4 µM | Q9UBB5 | AID 686964 | 370,000 compounds, 0.31% hits | TR-FRET, MBD2 binding to methylated oligonucleotide; in the data active = inhibition above about 13%
PLCb3 inh: PLC-beta3 (human) inhibition, primary screen. 370,000 compounds, 0.18% hits. Purified PLC-beta3, fluorogenic substrate, fluorescence. inhibition, % at 12.2 µM; in the data active = inhibition above about 11%;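 also: 0% = median of compound wells on plate and 100% = full blocker control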
ASAP1 inh: blocks human ASAP1-stimulated Arf1 GTP hydrolysis; 360,000 compounds, 0.19% hits; AID 624377; inhibition, % at 16.5 µM; GDP FP detection; Q9ULH1; in the data active = inhibition above about 25%;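 also: 0% = vehicle with enzyme and substrate and 100% = no enzyme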
Tn6 DDE FP: inhibitors of Tn6 peptide binding to human fibrin DD(E) | P02675 | Fibrin DD(E) TRITC-Tn6 fluorescence polarization displacement | inhibition, % at 8.3 µM | 370,000 compounds, 0.21% hits;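 active = inhibition above a per-campaign cutoff: mean of compounds within control limits plus 3 SD, cut at about 15% in these data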;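 also: 0% = median of all compound wells on the plate and 100% = blocking peptide control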
PLCg1 inh: PLC-gamma1 (human) inhibition, primary screen | P19174 | purified PLC-gamma1, fluorogenic substrate, fluorescence | inhibition, % at 12.2 µM | 370,000 compounds, 0.84% hits | AID 720700; in the data active = inhibition above about 9.5%
UHRF1 MBD2 ctr: blocks human UHRF1 binding to methylated DNA | Q96T88 | UHRF1 binding to methylated oligo, TR-FRET | inhibition, % at 4.4 µM | 370,000 compounds, 0.75% hits | AID 687016; in the data active = inhibition above about 21%;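 also: UHRF1 SRA domain binding a hemimethylated CpG hairpin DNA probe; 0% = median of test compound wells and 100% = reference inhibitor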
ADAM17 inh: inhibits human ADAM17; recombinant ADAM17, EDANS/DABCYL FRET peptide cleavage; inhibition, % at 6.95 µM; 370,000 compounds, 0.83% hits;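 active = inhibition above the mean of compounds lying between control limits plus 3 SD, set per campaign, cut at about 8.5% in these data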;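 also: 0% = DMSO-only wells as the low control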
Tn7 DDE FP: disrupts Tn7 cyclic peptide binding to fibrin D-Dimer-E complex; P02675; FP displacement of FITC-Tn7 peptide from fibrin DD(E); 0% = median of compound wells per plate; inhibition, % at 8.3 µM; 370,000 compounds, 0.13% hits; AID 720508;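 active = inhibition above the mean of compounds falling within the control limits plus 3 SD of them, cut at about 14% in these data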;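 also: 0% = plate median of compound wells and 100% = 10 µM Aha-Tn7 peptide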
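Assay system: Fibrin-DD(E) protein isolated from polymerized human fibrin clots; read-out basis: percent inhibition; medium: Tris/NaCl/CaCl2 buffer, pH 7.8; signal: FP measurement; incubation: 10 min plus 3 h, room temperature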
An asterisk follows results filed as active; & = joins results of further samples. This is a subset, so the mix of outcomes need not match the whole.

molecule	proKLK7 act	ARFGAP1 inh	MBD2 inh	PLCb3 inh	ASAP1 inh	Tn6 DDE FP	PLCg1 inh	UHRF1 MBD2 ctr	ADAM17 inh	Tn7 DDE FP
COc1cc2c(cc1O)CC1c3c(cc(O)c(OC)c3-2)CCN1C (configuration not stated)	-13	14	1	-12	9	-8	-10	2	-32	-4
O=c1[nH]c(=S)n(-c2cccc(Cl)c2)c(O)c1C=NCCN1CCNCC1	0.0	4	5	-2	3	6	3	0	-3	-9
COc1ccc(C[C@@H]2c3cc(O)c(OC)cc3CCN2C)cc1O	0.6	-7	0	-3	-16	-7	-3	-2	-2	-3
Cc1cccc(NC(=O)OC2CN3CCC2CC3)c1 (configuration not stated)	0.4	7	2	-6	20	7	-1	-1	0	-3
Cc1ccc(C)c(OCc2cc(C(=O)N3C[C@H]4C[C@@H](C3)c3cccc(=O)n3C4)no2)c1	-0.2	10	0	-12	-12	2	-7	-2	-2	-1
CN(C)C(Cc1ccccc1)C(=O)c1c[nH]c2ccccc12 (configuration not stated)	0.1	4	4	-13	11	-2	0	2	-3	-7
Cc1nc2c(=O)n(C)c(=O)nc-2n(C)n1	0.4	-7	16*	6	-3	-1	60*	7	3	3
Oc1ccc(C[C@H]2NCCc3cc(O)c(O)cc32)cc1O	0.9	-11	8	-6	0	0	0	30*	-2	4
CCCN(CCC)[C@@H]1CCc2cccc(O)c2C1	0.6	8	7	-9	1	-13	3	2	-9	-3
COC(=O)C1=C(c2ccc(OCc3ccccc3)cc2)C[C@@H]2CC[C@H]1N2C(=O)NCc1ccccc1OC	0.3	-3	-7	1	5	-4	4	0	9.7*	-6
CC(C)(C)C1(CCO)C(=O)NC(=S)NC1=O	0.2	4	0	2	-2	8	4	2	-2	-1
CCCCn1c(=O)c(C(=O)NCc2ccccc2)c(O)c2ccccc21	-0.4	-9	-3	-4	6	-4	3	-3	-5	-1
C=CCn1c(O)c(C(C)=NCCCO)c(=O)[nH]c1=O	-0.4	-6	2	2	5	-5	4	2	2	-3
COc1ccc(Cn2c(O)c(/C=N/NC(=O)c3ccccc3O)c(=O)[nH]c2=O)cc1	-1.1	-1	0	-98	-3	4	-83	0	-14	-1
COC(=O)C1=C(c2cccc(OC)c2OC)C[C@@H]2CC[C@H]1N2C(=O)NCc1ccc(F)cc1	-0.8	-10	4	3	3	5	2	-2	-3	4
COc1ccccc1N	-0.7	10	-4	3	0	0	2	2	1	-4
Oc1ccc(/C=N/NP(=S)(c2ccccc2)c2ccccc2)c(O)c1O	0.5	12	-5	-2	17	3	0	-3	0	6
CSCCC(c1nnnn1C1CCCCC1)N1CCC2(CC1)C(=O)NCN2c1ccccc1 (configuration not stated)	0.6	-7	-1	1	3	2	0	0	-3	-4
O=c1[nH]c2ccccc2n1C1CCN(C(c2nnnn2Cc2ccccc2)C2CC2)CC1 (configuration not stated)	-0.2	11	2	5	-13	2	2	-3	1	0
CCCCn1nnnc1C(CCc1ccccc1)N1CCC(n2c(=O)[nH]c3ccccc32)CC1 (configuration not stated)	0.1	-2	8	2	10	1	0	1	-2	1
CCOC(=O)N(c1ccccc1)P1(=S)OCC(C)O1 (configuration not stated)	-0.4	-3	-1	-2	5	-2	-1	0	-4	-2
Cc1ccc(CC2C(=O)N(C)C(=O)N(C)C2=O)s1	0.2	-7	3	0	-9	4	1	-2	-1	5
CCOC(=O)[C@]12Cc3cc(C)ccc3[C@H]1N(C1CCCCC1)C(=O)c1ccccc12	0.1	-10	1	5	-2	0	0	-2	4	-3
O=c1[nH]c(=O)n(C2CCCCC2)c(O)c1/C=C/C=Nc1ccccc1	0.7	10	-1	-16	-1	1	-7	-5	-2	-10
FC(F)(F)c1ccc2c(c1)NP(=S)(N1CCOCC1)c1nccn1-2 (configuration not stated)	-0.3	5	-2	3	-9	-2	1	-1	0	-6
C/C(O)=C(\C#N)C(=O)Nc1cc(Br)ccc1Br	1.6	7	2	-7	-21	1	-4	1	-6	7
CCCCC1C(=O)NC(=S)N(C)C1=O (configuration not stated)	0.2	-4	-5	4	-10	5	1	-1	-1	-1
CN1CCN(c2ccc([N+](=O)[O-])c(N3CCCCC3)c2)CC1	-0.2	-3	-10	4	-2	-2	4	-15	4	1
ClC1C(Cl)C(Cl)C(Cl)C(Cl)C1Cl (configuration not stated)	-0.5&-0.2	1&-3	9&3	2&2	-7&3	3&-1	-2&4	-1&-1	-6&2	2&5
COc1cc(C)c(CNCCc2c[nH]c3ccccc23)cc1C	0.6	4	4	-3	7	0	1	3	-3	-6
O=C(Cc1ccccc1)N1CCN(Cc2ccccc2Cl)CC1	-0.2	8	2	-2	2	-1	2	-2	2	-2
CCOC(=O)c1ccc(N=C(CC)c2c(O)n(C)c(=O)n(C)c2=O)cc1	0.6	-11	-5	-6	4	0	-1	-1	-1	0
O=c1[nH]cc(COCC(F)(F)C(F)(F)C(F)(F)F)c(=O)[nH]1	0.0	-2	-5	3	4	-6	7	2	7	-9
CCCCOC1OCN(C2CCCCC2)CC1(C)C (configuration not stated)	0.2	-3	0	4	12	-2	3	0	0	-2
Nc1c(Cl)cc([N+](=O)[O-])cc1Cl	0.3	2	-2	-1	-1	-2	-2	1	1	-2
OC1(c2ccccc2)CCNC2CCCCC21 (configuration not stated)	-0.4	6	2	-5	18	3	-1	1	-1	5
CCCCn1c(O)c(C(C)=NCCc2c[nH]c3ccccc23)c(=O)[nH]c1=O	1.1	15	-5	-1	4	-4	-10	2	1	-3
CCc1ccc(C(=O)C23CN4CN(CN(C4)C2)C3)cc1	-0.6	-6	-8	4	8	2	4	0	1	-5
CCCCCn1c(N)c(C(=O)NCc2cccs2)c2nc3ccccc3nc21	-3.1	10	-3	-74	11	-6	-54	-3	-28	-5
O=C(NCCN1CCC2(CC1)C(=O)NCN2c1ccccc1)C(c1ccccc1)c1ccccc1	1.5	13	1	6	8	2	-6	-1	-4	1
COc1ccc(N2C(=O)CC(N3CCC(n4c(=O)[nH]c5ccccc54)CC3)C2=O)cc1 (configuration not stated)	0.0	-12	0	0	0	3	-2	-1	-2	7
CN(C)[C@@H]1C(=O)C(C(N)=O)=C(O)[C@@]2(O)C(=O)C3=C(O)c4c(O)ccc(Cl)c4[C@@](C)(O)C3C[C@@H]12 (some centres not stated)	25*	-4	-3	-75	-3	-15	-55	10	-45	-3
NC1=Nc2ccccc2Oc2ccccc21	-0.6	2	-5	1	-6	-4	-1	-2	-2	-1
Cc1cccc(N2C(=O)NC(=O)/C(=C\c3cnc(-c4ccccc4)nc3)C2=O)c1	-0.1	-1	4	-19	8	-2	-12	1	1	-5
CSc1ncc(Cl)c(C(=O)O)n1	-0.2	-8	-4	1	-4	2	-1	-2	-3	-9
NNCc1ccccc1	-0.6&0.2	13&10	-2&-2	-3&1	-4&5	3&-3	1&4	2&7	-2&2	11&1
CCC(C(=O)Nc1ccc(Cl)cc1)N1CCCC1=O (configuration not stated)	0.0	-6	-6	-4	-1	8	2	-5	0	8
CN1[C@H]2CC[C@@H]1C(C(=O)N1CCOCC1)=C(O)C2	-0.6	13	-2	3	-3	7	0	0	-2	7
CC12CCC(=O)C=C1CCC1C2CCC2(C)C1CCC2(O)CC#N (configuration not stated)	-0.3	8	-1	4	7	0	2	3	-4	-8
O=C(Cc1ccccc1)N1CCN(C2CCCCCC2)CC1	-0.1	1	-3	6	4	-3	3	-1	-2	5
CC(/C=C(\C)Nc1ccccc1)=Nc1ccccc1	-0.2	2	-7	-3	-9	1	3	0	0	7
NC(Cc1ccccc1)c1nc2ccccc2[nH]1 (configuration not stated)	0.0	-5	1	-17	2	7	-2	3	-5	-1
COc1cc(/C=C2\C(=O)NC(=O)N(CCc3ccc(F)cc3)C2=O)ccc1O	0.2	8	5	-12	-5	-7	-8	2	-4	1
COc1cccc(CC(=O)N2CCN(Cc3cccc(Cl)c3)CC2)c1	-0.4	0	-1	-5	0	6	5	1	1	7
C[C@H]1CCCC(=O)CCCCCc2cc(O)cc(O)c2C(=O)O1	0.0	-5	5	1	-9	4	0	1	-4	5
CCC1CN1P1(=O)OCC(C)([N+](=O)[O-])CO1 (configuration not stated)	-0.1	1	-1	4	-6	7	4	-2	2	-8

Other results
molecule	proKLK7 act	ARFGAP1 inh	MBD2 inh	PLCb3 inh	ASAP1 inh	Tn6 DDE FP	PLCg1 inh	UHRF1 MBD2 ctr	ADAM17 inh	Tn7 DDE FP
O=C1NC(=O)C(=Cc2cccc(OCCOc3ccccc3)c2)C(=O)N1	0.0	-2	-7	-10	7	2	-6	-5	0	10
CCc1ccc(OCC(=O)N2CCN(CC(=O)Nc3ccccc3Cl)CC2)cc1	0.2	2	1	-8	-11	4	0	-1	1	-7
Cn1c(O)c(C=NC2CCN(Cc3ccccc3)CC2)c(=O)n(C)c1=O	-0.1	6	-2	-6	7	7	-3	-2	-4	5
CC12CC(O)C3C(CCC4=CC(=O)CCC43C)C1CCC2=O (configuration not stated)	0.1	0	-1	-2	-14	0	1	2	0	4
CC1CC2C(C(O)CC3(C)C(O)CCC23)C2(C)CCC(=O)C=C12 (configuration not stated)	0.3	-8	2	-2	-11	1	1	-2	-6	1
COC(=O)C1=C(c2cccc(OC)c2OC)C[C@@H]2CC[C@H]1N2C(=O)N1CCCCC1	-0.5	10	1	-2	7	7	0	-1	-1	1
CN(C)CC1CSCCC1(O)c1ccccc1Cl (configuration not stated)	-0.5	-12	0	8	5	3	9.9*	17	6	-6
COC(=O)C1=C(c2cccc3c2S(=O)(=O)c2ccccc2-3)C[C@@H]2CC[C@H]1N2C(=O)N1CCOCC1	0.5	-5	-7	-1	-3	-1	1	0	-9	5
CC1(C)C(C(=O)N2CCN(C(=O)c3ccccc3)CC2)C1(C)C	0.2	-5	-4	0	4	10	0	-1	-3	3
CCC(C)n1c(O)c(C=NC(C)c2ccccc2)c(=O)[nH]c1=S (configuration not stated)	-0.2	6	1	-4	-12	-2	2	11	-5	2
Cc1cc(N)n(C2CCN(C)CC2)n1	-0.7	11	4	3	8	1	0	0	-4	4

Sorted by molar mass (largest number first): part of the list above.
molecule	proKLK7 act	ARFGAP1 inh	MBD2 inh	PLCb3 inh	ASAP1 inh	Tn6 DDE FP	PLCg1 inh	UHRF1 MBD2 ctr	ADAM17 inh	Tn7 DDE FP
COC(=O)C1=C(c2cccc3c2S(=O)(=O)c2ccccc2-3)C[C@@H]2CC[C@H]1N2C(=O)N1CCOCC1	0.5	-5	-7	-1	-3	-1	1	0	-9	5
CCC(C)n1c(O)c(C=NC(C)c2ccccc2)c(=O)[nH]c1=S (configuration not stated)	-0.2	6	1	-4	-12	-2	2	11	-5	2
CN(C)CC1CSCCC1(O)c1ccccc1Cl (configuration not stated)	-0.5	-12	0	8	5	3	9.9*	17	6	-6
